# Screens from PubChem BioAssay.
# miR122 inh – miR-122 Renilla sensor signal increase in Huh7, primary screen, miR-122 inhibitor project, cell-based, single point, plate reader; Huh7 miR-122 Renilla luciferase sensor, 48 h; neutral wells = 0, positive control = 100; activation (reporter increase), % at 12.5 µM; actives 0.3% (n = 340,000); AID 602342, 2012;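 active = mean replicate activation score at least 90 and every replicate individually at or above 90; inconclusive = only one of the two criteria met; inactive = neither criterion met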;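 note: higher luciferase means less miR-122 activity so hits act as miR-122 inhibitors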
# PAX8 reporter – inhibitors of PAX8-driven TPO luciferase reporter, primary screen, RMG-I cells, single concentration. AID 652154, 2013. inhibition, % at 12.6 µM. SteadyGlo, 24 h. actives 1.2% (n = 360,000);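 active = mean replicate inhibition at least 60% with every replicate also reaching 60%; inconclusive = only one of the two criteria is met; inactive = mean below 60% and not all replicates reaching 60%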;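 note: luciferase light reporting Pax8 driven TPO promoter activity; plate controls were median of neutral control wells for no effect and mitoxantrone controls for full effect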
# F508del corr – F508del CFTR correction, initial screen, CFBE line, single point; AID 720511, 2013; activity (quench increase), % at 7.58 µM; actives 0.36% (n = 350,000); CFBE cells, YFP halide quenching; stimulated with forskolin plus potentiator P3; % fluorescence drop versus neutral controls;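 active = mean added fluorescence quench of at least 8% versus neutral control, with both replicates also reaching 8%; inconclusive = only one of the mean or replicate conditions met; inactive = mean below 8% and not both replicates reaching 8%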;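 note: cells transiently co-express mutant CFTR-F508del with the halide-sensitive YFP; corrector assay measuring rescue of mutant channel to the surface after 24 h compound exposure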
# DENV2 CPE – inhibitors of DENV2 cytopathic effect, primary screen, cell-based, plate reader, single concentration; DENV2-infected cells, cytopathic effect rescue; CPE inhibition, % at 9.99 µM; actives 1.7% (n = 350,000); AID 651640, 2012; in the data active = CPE inhibition above about 20%, passing the limit was not always enough; inconclusive = no clear call, values can overlap the other calls; tested in BHK-21 cells;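 note: 0% = median of neutral control wells and 100% = median of positive control wells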
# INS-1E GSIS act – GLuc luminescence reporter in INS-1E cells, primary screen for activators of glucose-dependent secretion of insulin; AID 743287, 2014; INS-1E GLuc reporter insulin secretion, 2-3 h; activation, % at 16.6 µM; actives 0.61% (n = 370,000);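 active = lowest replicate activation of at least 40%, so every replicate reaches that level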;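 note: 0% = median of neutral control wells and 100% = median of IBMX positive control wells; some compounds called inactive have numbers as strong as hits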
# EWS-Fli block – EWS/Fli-driven NR0B1 reporter inhibitors, primary screen, A673 cells, NR0B1 luciferase, luminescence, MLPCN library | viability-normalised | inhibition, % at 12.6 µM | actives 0.67% (n = 350,000);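 active = mean inhibition of at least 50% after viability correction, with every replicate also passing that limit; inconclusive = mean reaches 50% but only one of two replicates passes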;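 note: firefly luciferase signal divided by Alamar Blue viability fluorescence both relative to DMSO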
# FN deposition inh – inhibitors of fibronectin matrix deposition, primary screen, AH1F cells, Alexa488-fibronectin fluorescence, plate reader; AH1F fibroblasts, overnight; inhibition, % at 12.6 µM; actives 0.086% (n = 350,000); AID 743247, 2014;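 active = mean inhibition across replicates of 30% or more, regardless of how many single replicates reach that level; inconclusive = mean under 30% yet at least half of replicates reach 30%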;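 note: positive control wells lacked labelled fibronectin entirely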
#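 Measured by – fluorescence 485/525 nm · System – AH1F fibroblast monolayer, labelled fibronectin deposition · Amount – 10000 cells per well · Buffer or medium – serum-reduced DMEM (2% serum) · Doses – single dose, pinned · Also added – fluorescent fibronectin at 24 nM final · Schedule – 1 h cell attachment, overnight exposure to compound and label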
# An asterisk follows results filed as active; ? = inconclusive; nt = not tested or not shown; & = joins results of further samples; [ ] = another dose, or the depositor's remark.
SMILES,miR122 inh,PAX8 reporter,F508del corr,DENV2 CPE,INS-1E GSIS act,EWS-Fli block,FN deposition inh
COc1ccccc1N1C(=O)c2cccc3c(N(C)CCO)ccc(c23)C1=O,1,0,5.7,-4,1,-3,0
CN1CCN(C(=O)C[C@@H]2CC[C@@H]3[C@H](COC[C@@H](O)CN3S(=O)(=O)c3cccc(Cl)c3)O2)CC1,5[16.7 µM],-26,2.7,1,1,3,-8
C[C@@H]1CN([C@@H](C)CO)S(=O)(=O)c2ccc(C#Cc3ccc(F)cc3)cc2O[C@@H]1CN(C)C(=O)NC1CCCCC1,-2[16.7 µM],85*,5.9,8,-2,14,12
Cc1cccc(N(CC(=O)NC(C)(C)C)C(=O)CCC(=O)Nc2ccccn2)c1,-7,2,4.3,0,16,3,3
COc1ccccc1NC(=O)N[C@@H]1CC[C@H](CCNC(=O)c2ccc3c(c2)OCO3)O[C@@H]1CO,-4[16.7 µM],15,0.3,-4,9,-6,0
O=[N+]([O-])c1cc(Cl)ccc1Sc1ccccn1,-5,-13,-1.7,2,nt,-5,-5
O=C(NCCc1ccccc1)c1ccc(NC(=O)C2CC2)cc1,2,-99,-0.5,14,-4,-55,20
CCCCC(CC)COP(=O)(OCC(CC)CCCC)OCC(CC)CCCC (configuration not stated),-2,nt,1.6,15,12,24,nt
O=C(Nc1cccc2ncccc12)c1ccc(OCc2ccccc2)cc1,nt,28,-0.1,-2,-1,14,-14
Cc1cc2nc(-c3nnnn3C3CCCCC3)c(=O)[nH]c2cc1C,nt,9,-1.7,11,1,12,-6
Cc1onc(-c2ccccc2)c1C(=O)c1c[nH]c(C(=O)NCc2ccncc2)c1,nt,16,1.6,3,-15,1,-3
COc1ccc(OCC(O)CON2C(=O)c3ccccc3C2=O)cc1 (configuration not stated),4,-21,nt,nt,14,nt,1
COc1ccc(/C=N/N2CCOCC2)cc1Cn1cc([N+](=O)[O-])cn1,nt,-27,0.1,11,-5,-4,2
CC(=O)Cn1nnc(-c2ccc(C(F)(F)F)cc2)n1,nt,-50,3.7,?,4,-46,-2
COCc1cn(CC[C@@H]2CC[C@H](NC(=O)c3ccncc3)[C@H](CO)O2)nn1,nt,-6,5.4,10,12,-11,15
CS(=O)(=O)Nc1ccc2c(c1)[C@H]1C[C@H](CC(=O)NC3CCCC3)O[C@@H](CO)[C@H]1O2,-3[16.7 µM],0,2.2,3,11,-3,nt
CCc1csc(N2[C@H](C#N)[C@H](c3ccc(-c4ccc(F)cc4)cc3)[C@H]2CO)n1,nt,-13,0.1,-3,1,8,5
Cc1nc(SCCOc2ccc(F)cc2)c2ccccc2n1,nt,-40,nt,0,10,-40,-9
Cc1ccc(C(=O)OC2CCCN(C)C2)cc1 (configuration not stated),-9,6,0.8,10,7,-1,12
Cn1c(=O)c2c(ncn2CC(=O)OCC(=O)Nc2cc(Cl)ccc2C#N)n(C)c1=O,nt,22,4.2,1,-5,11,nt
CCOC(=O)C1CCN(CCCSc2ccc(Cl)cc2)CC1,0,-12,-1.7,-3,13,8,-6
COc1ccc(NS(=O)(=O)c2cc(S(C)(=O)=O)ccc2C)cc1,nt,4,nt,nt,9,-46,0
CCCCOc1ccc(/C=N/NC(=O)C2CCCNC2=O)cc1 (configuration not stated),nt,7,0.2,-1,nt,1,0
S=C(Nc1cc(Cl)cc(Cl)c1)NC1CCN(Cc2ccccc2)CC1,-8,20,1.5,3,-29,nt,0
CC=Cc1ccc2n(c1=O)C[C@H]1[C@H](CO)[C@@H](C(=O)N3CCCCC3)N(Cc3ccccn3)[C@@H]21 (mixture of isomers),-6[16.7 µM],1,-1.1,14,17,-10,nt
S=C(NCCCn1ccnc1)Nc1ccc(Cl)cc1Cl,nt,8,-1.3,?,-2,-5,-9
CN(C(=O)c1ccc(OC2CCN(Cc3ccccn3)CC2)cc1)C1CCCCC1,1,-15,1.6,-4,3,1,0
CCC(=O)N1C[C@@H]2[C@H](c3ccccc31)[C@@H](CO)N2Cc1ccccc1F,-17[16.7 µM],7,-1.8,5,0,-6,nt
CN(CCCNC(=O)CSc1cc(=O)n(C)c2ccc(Cl)cc12)Cc1ccccc1,-9,-6,-1.7,3,3,4,-11
Cc1cc(C)n(C2CCCCC2OC(=O)CCc2ccccc2)n1 (configuration not stated),nt,20,-0.2,1,-6,8,1
OCCN(Cc1ccccc1)c1ncnc2sccc12,-4,18,-0.9,-2,-6,34,-8
CCCN1C[C@H](C)[C@@H](OC)CN(C)C(=O)c2ccc(NC(=O)c3cccc(F)c3)cc2OC[C@@H]1C,nt,5,-3.9,29*,-23,7,-5
O=C(CSc1ccc(Br)c2cccc(Cl)c12)Nc1ccc(S(=O)(=O)Nc2nccs2)cc1,6,-3,3.5,-3,5,-2,-8
N#CCCn1cc(C(=O)CN2C(=O)NC3(CCc4ccccc43)C2=O)c2ccccc21 (configuration not stated),1,10,nt,34*,nt,9,-11
COc1ccc(CCNC(=O)c2cc(-c3ccco3)nc3ccccc23)cc1,nt,7,-0.8,4,21,nt,-1
CCCNC(=O)N(C)C[C@@H]1Oc2cc(C#CCOC)ccc2S(=O)(=O)N([C@H](C)CO)C[C@H]1C,15[16.7 µM],nt,-0.1,-6,14,-2,9

# Printed as active in DENV2 CPE, among the entries above:
compound,miR122 inh,F508del corr,DENV2 CPE,INS-1E GSIS act
CCCN1C[C@H](C)[C@@H](OC)CN(C)C(=O)c2ccc(NC(=O)c3cccc(F)c3)cc2OC[C@@H]1C,nt,-3.9,29*,-23
N#CCCn1cc(C(=O)CN2C(=O)NC3(CCc4ccccc43)C2=O)c2ccccc21 (configuration not stated),1,nt,34*,nt

# Continuation:
SMILES,miR122 inh,PAX8 reporter,F508del corr,DENV2 CPE,INS-1E GSIS act,EWS-Fli block,FN deposition inh
O=C(c1ccncc1)N1CC(=O)N2[C@H](CO)[C@@H](c3ccc(/C=C/c4ccccc4)cc3)[C@@H]2C1,nt,12,3.1,-9,-8,0,nt
COc1ccc(S(=O)(=O)N(C)C[C@H]2Oc3ccc(NC(=O)CCN4CCOCC4)cc3CC(=O)N([C@H](C)CO)C[C@@H]2C)cc1,4[16.7 µM],-10,-0.3,-5,-7,-6,-9
CC(=O)N1CCC[C@H]1C(=O)O,-1,7,0.7,-8,-3,-2,-4
CN(C(=O)c1ccncc1)c1ccccc1,nt,2,-2.8,5,-2,9,-9
CC1=C(C(=O)N(C)C)CC(CC(=O)NCCc2ccccn2)C(=O)N1Cc1ccc(F)cc1 (configuration not stated),-1,4,-1.9,?,-1,8,0
C[C@H](CO)N1C[C@H](C)[C@H](CN(C)C(=O)Nc2ccc(F)cc2)Oc2ncc(Br)cc2C1=O,-2&0[16.7 µM],9&8&1,2.1,-1&4&-7,-8&5,0&-11&0,-2&-7
CO[C@H](CN(C)C(=O)c1cc(Cl)cc(Cl)c1)[C@H](C)CN(C(=O)Nc1ccc(F)cc1)[C@H](C)CO,nt,nt,0.2,-2,-9,-2,0
C[C@@H]1CN([C@H](C)CO)C(=O)c2cccc(NC(=O)C3CCCCC3)c2O[C@H]1CN(C)S(=O)(=O)c1ccc(Cl)cc1,-9[16.7 µM],2,-1.9,-6,-13,1,nt
COc1ccccc1N1CCN(/N=C/C=C\c2ccccc2[N+](=O)[O-])CC1,nt,-14,15*,2,-13,-5,-9
CCOC(=O)C1(CCOc2ccccc2)CCN(Cc2ccc(F)c(OC)c2)CC1,-5,2,-0.4,8,1,17,1
COc1ccc2c(c1)c(=O)oc1c(C)c(OC(C)C(=O)NCC3CCC(C(=O)O)CC3)ccc12 (configuration not stated),3,nt,-3.1,-5,6,-13,nt
O=C(Cc1cccs1)N1CCCC(c2nc3c(nnn3Cc3ccccc3Cl)c(=O)[nH]2)C1 (configuration not stated),4,nt,nt,nt,1,nt,-9
O=C(Nc1ccc2c(c1)OCCO2)C1c2ccccc2OCC(=O)N1Cc1ccccc1 (configuration not stated),nt,1,-3.5,-2,-1,3,6
COc1ccccc1NC(=O)N1C[C@@H](O)COC[C@H]2O[C@@H](CC(=O)NCc3ccccc3)CC[C@@H]21,-2[16.7 µM],-20,-3.8,3,4,-2,-13
Cc1ccc(/C=N/n2c(-c3ccncc3)n[nH]c2=S)s1,nt,19,nt,1,-3,8,-2
COc1ccccc1C#Cc1ccc2c(c1)O[C@@H](CN(C)C(C)=O)[C@@H](C)CN([C@@H](C)CO)S2(=O)=O,12[16.7 µM],nt,1.2,2,-26,8,3
COc1cccc(CN(C)C(=O)c2ccc(Oc3ccccc3)cc2)c1OC,-11,9,1.0,-3,-59,nt,5
Cn1c(=O)c2c(nc(N3CCCCC3)n2CC(O)COc2ccccc2)n(C)c1=O (configuration not stated),-17,-8,0.9,0,12,22,1
CNC(=O)C[C@H]1CC[C@H]2[C@H](COc3ccc(NC(=O)c4cc(C)on4)cc3C(=O)N2C)O1,29[16.7 µM],57,-1.3,nt,-4,6,-21
CC1=CC(C)C2(CO)COC(c3ccc(O)cc3)C1C2C (configuration not stated),-4,0,1.4,1,-16,0,-4
O=C(Nc1cccc(Cl)c1)c1ccc2c(c1)SC1=NS(=O)(=O)CCN12,nt,75*,3.6,nt,5,21,1
CC(=O)N1c2ccc(S(=O)(=O)N3CCC(C(=O)Nc4cccc(F)c4)CC3)cc2CC1C (configuration not stated),-8,17,-1.3,10,1,nt,-2
O=C(CS(=O)(=O)c1ccc(F)cc1)NCc1ccccc1,-7,-1,2.8,-9,25,-4,2
CC(=O)N1CCN(Cc2ccc(Br)s2)CC1,nt,nt,-4.1,-6,8,10,nt

# Overlap with the part before: 2 compounds, then new ones.
SMILES,miR122 inh,PAX8 reporter,F508del corr,DENV2 CPE,INS-1E GSIS act,EWS-Fli block,FN deposition inh
O=C(CS(=O)(=O)c1ccc(F)cc1)NCc1ccccc1,-7,-1,2.8,-9,25,-4,2
CC(=O)N1CCN(Cc2ccc(Br)s2)CC1,nt,nt,-4.1,-6,8,10,nt
O=c1[nH]cnc2c1c(-c1ccccc1)cn2-c1ccc(F)cc1,5,-8,nt,0,-31,3,6
O=C1CC(c2ccccc2)CC(O)=C1C=Nc1ccc(O)cc1 (configuration not stated),nt,31,1.4,nt,7,-2,-2
CN(CCOC(=O)/C=C/c1ccco1)Cc1ccccc1,nt,2,-1.6,5,-27,5,-5
CC(=O)Nc1ccc(OCc2ccc3c(c2)OCO3)cc1,-7,-166,2.7,-2,-3,-90,-3

# Another view of some results above.
CN(CCOC(=O)/C=C/c1ccco1)Cc1ccccc1
  miR122 inh: nt
  PAX8 reporter: 2
  F508del corr: -1.6
  DENV2 CPE: 5
  INS-1E GSIS act: -27
  EWS-Fli block: 5
  FN deposition inh: -5
CC(=O)Nc1ccc(OCc2ccc3c(c2)OCO3)cc1
  miR122 inh: -7
  PAX8 reporter: -166
  F508del corr: 2.7
  DENV2 CPE: -2
  INS-1E GSIS act: -3
  EWS-Fli block: -90
  FN deposition inh: -3
